Compound activity as filed in PubChem BioAssay.
AddAB inh – less growth of phage-infected E. coli with AddAB | E. coli expressing H. pylori AddAB, absorbance growth | AID 435030 | 330,000 compounds, 0.29% hits | inhibition, % at 11.9 µM; in the data active means inhibition above about 12%;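 further: 0% = vehicle wells of infected cells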
SR-BI DiI inh – mouse SR-BI HDL lipid transfer inhibition. Q61009. ldlA[mSR-BI] CHO cells, DiI-HDL uptake fluorescence, 3 h. inhibition, % at 12.5 µM. 320,000 compounds, 0.96% hits;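 active means mean replicate inhibition of at least 70% and a set share of replicates each scoring 70 or more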;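 further: 0% = median of neutral control wells and 100% = median of positive control wells; values of inactives mirror those of a sister screen read the other way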
Target sequence (Q61009 whole entry, looked up): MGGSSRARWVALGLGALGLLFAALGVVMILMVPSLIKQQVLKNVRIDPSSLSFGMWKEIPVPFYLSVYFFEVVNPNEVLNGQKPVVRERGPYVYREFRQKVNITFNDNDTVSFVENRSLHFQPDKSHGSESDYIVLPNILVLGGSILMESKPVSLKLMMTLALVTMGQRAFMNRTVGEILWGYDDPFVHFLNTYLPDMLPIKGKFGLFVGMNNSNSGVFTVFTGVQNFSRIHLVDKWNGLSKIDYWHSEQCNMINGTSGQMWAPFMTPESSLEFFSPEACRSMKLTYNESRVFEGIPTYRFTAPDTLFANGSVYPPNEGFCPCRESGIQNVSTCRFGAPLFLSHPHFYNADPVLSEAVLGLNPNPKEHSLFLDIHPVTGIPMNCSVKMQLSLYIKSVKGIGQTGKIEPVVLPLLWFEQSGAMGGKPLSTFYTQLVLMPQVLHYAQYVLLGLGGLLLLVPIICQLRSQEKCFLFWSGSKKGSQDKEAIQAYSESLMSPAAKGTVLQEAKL
Tat transport – blocks Tat-dependent protein export in E. coli. E. coli MC4100 TorA-mCherry Tat export, fluorescence. AID 488895. inhibition, % at 10 µM. 340,000 compounds, 0.036% hits;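 active means mean replicate inhibition at least 50% and at least half of replicates individually reaching 50%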;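 further: exported cargo escapes ClpAP degradation while cytoplasmic cargo is degraded and loses fluorescence; 0% = median of neutral control wells and 100% = median of NaSCN control wells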
CAL PDZ FP-1 – blocks peptide binding to human CAL PDZ domain; Q9HD26; purified CAL PDZ, TMR-peptide fluorescence polarization, 1 h; inhibition, % at 20 µM; 330,000 compounds, 0.02% hits; AID 504414;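 active means highest replicate inhibition of at least 40%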;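 further: plate controls were DMSO neutral control wells for no effect and unlabeled competitor peptide control wells for full effect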
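Material: tagged CAL PDZ protein CerCALP, purified; buffer or medium: sodium phosphate/NaCl buffer pH 7.4 with TCEP, IgG, Thesit; also added: fluorescent TMR peptide probe; schedule: 1 h incubation at room temperature before polarization reading; technique: fluorescence polarization from S- and P-plane intensities, G-factor corrected; control set: unlabelled peptide and DMSO controls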
E coli growth – reduces bacterial viability in AddAB counter-screen; E. coli V3065 growth, OD600 absorbance, 18 h; inhibition, % at 11.9 µM; 330,000 compounds, 0.27% hits; AID 449728;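 active means inhibition above the campaign's mean inhibition across all tested compounds plus 3 SD, cut at about 9.9% in these data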;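 further: uninfected addAB+ strain grown without phage in ampicillin broth; 0% = DMSO wells and 100% = ciprofloxacin 0.95 µg/ml wells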
SR-BI uptake up – SR-BI HDL lipid transfer activation; AID 504775; 320,000 compounds, 0.096% hits; CHO ldlA[mSR-BI] cells, DiI-HDL uptake fluorescence, 3 h; 100 = double the neutral-control signal; activation, % at 12.5 µM;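 active means mean replicate activation of at least 60% and every replicate at or above 60%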;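 further: 0% = median plate neutral-control signal and 100% = twice that signal; values of inactives mirror those of a sister screen read the other way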
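Test system: SR-BI-overexpressing, LDLR-lacking CHO cells; Also added: labelled HDL, 10 µg/mL; Measured by: bottom-read cell fluorescence after medium removal, ex 550/em 595 nm; Timing: 3 h uptake period with compound, 37 °C; Buffer or medium: F12, 0.5% BSA, 25 mM HEPES; Doses: single compound concentration, delivered by pin transfer.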
MITF act – activators of MITF-driven TRPM1 promoter activity in SK-MEL-5 cells. SK-MEL-5 TRPM1-promoter luciferase, 24 h; % of positive control, neutral wells = 0. activation, % at 12.5 µM. 300,000 compounds, 0.75% hits;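 active means mean activation of at least 80% with every replicate also reaching 80%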;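 further: 0% = neutral control wells and 100% = parthenolide positive control wells; values of inactives mirror those of a sister screen read the other way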
phage Ecoli inh – E. coli growth loss with phage present; growth absorbance; inhibition, % at 11.9 µM; 360,000 compounds, 0.26% hits; AID 651602; in the data active means inhibition above about 11%
CAL PDZ FP-2 – CAL PDZ (human) peptide binding inhibition | Q9HD26 | AID 602252 | purified CAL PDZ, TMR-peptide fluorescence polarization, 1 h | 300,000 compounds, 0.92% hits | inhibition, % at 24.9 µM;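 active means mean inhibition of at least 30% with at least half of replicates also reaching 30%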;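 further: 0% = DMSO neutral control and 100% = excess unlabeled competitor peptide PRC23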
Wnt act – activators of Wnt/beta-catenin signaling | Wnt/beta-catenin reporter cell assay, activator, plate reader | activation, % at 9.35 µM | 300,000 compounds, 1.2% hits | AID 743398; in the data active means activation above about 30%, passing the limit was not always enough;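 further: 0% = neutral control wells and 100% = positive control wells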
The depositor's hits bear a star; . = not tested or not shown. Rows are unselected; 3.6% or so of the library scored in one or more.

SMILES	AddAB inh	SR-BI DiI inh	Tat transport	CAL PDZ FP-1	E coli growth	SR-BI uptake up	MITF act	phage Ecoli inh	CAL PDZ FP-2	Wnt act
CCCC1(CCC)NC(=O)N(CC(=O)Nc2ccc3c(c2)OCCO3)C1=O	-1.6	-3	-1	-0.3	-1.9	3	-2	4.6	1	2
COC(=O)C1=CN(C)C=C(C(=O)OC)C1c1ccccc1Cl	-0.3	7	-2	-1.6	-1.4	-7	-1	1.2	-2	.
CCOC(=O)Nc1ccc2c(COC(=O)CNS(=O)(=O)c3cccc(Br)c3)cc(=O)oc2c1	5.0	45	10	-0.7	2.7	-45	24	-2.1	-2	0
O=C(c1ccc(N2C(=O)CCC2=O)cc1)N1CCN(c2ccccc2)CC1	-0.5	-12	-15	0.1	3.1	12	7	0.1	0	.
CC(=O)N1N=C(c2ccccc2)OC12CCCC2	3.4	3	-3	-2.0	-0.3	-3	20	5.2	-2	.
Cc1ccc(NC(=O)CC2C(=O)N(Cc3ccccc3)C(=S)N2NC(=O)c2ccccc2)c(C)c1 (centres undefined)	1.5	35	-2	-5.0	0.0	-35	3	2.0	1	-2
Cc1ccccc1NC(=O)CC1SCCNC1=O (centres undefined)	3.2	-11	6	-0.1	0.7	11	-2	3.2	-6	.
CCCCCC1C(=O)CCC1CC(=O)OC (centres undefined)	.	-7	-6	0.5	.	7	3	3.1	-5	-1
CC(C)Oc1ccc(S(=O)(=O)N2CCOCC2)cc1NC(=O)Cc1cccs1	-0.2	-1	2	-2.2	0.8	1	-5	4.6	-4	7
O=C(Nc1ccccc1)c1sccc1Oc1ccc([N+](=O)[O-])cc1F	3.1	28	12	-0.9	5.7	-28	13	4.2	2	-1
Cc1ccc2[nH]c(C)c(CCN(Cc3cccnc3)C(=S)NC(C)(C)C)c2c1	-1.5	-5	-3	-1.2	-1.6	5	.	1.7	-3	14
COc1ccc(S(=O)(=O)N2CCOC2CNC(=O)C(=O)NCCN2CCOCC2)cc1C (centres undefined)	2.2	-34	0	-0.4	0.4	34	-10	2.6	-4	-1
Cc1cccc(NC(=O)CCN2CCN(C/C=C/c3ccccc3)CC2)c1	1.1	24	0	-1.3	3.0	-24	5	0.3	-1	.
Cc1sc2nc(CN3CCCCC3)nc(Nc3ccc4c(c3)OCCO4)c2c1C	-3.6	-25	-7	1.6	-2.5	25	-15	-0.2	-1	-3
Cc1cc(Nc2ccccc2)nn1C(=O)c1ccc(Cl)cc1	1.2	68	1	0.4	0.5	-68	12	-0.2	1	.
CC(C(=O)NCCCn1ccnc1)(c1ccccc1)c1ccccc1	1.9	14	-10	-0.7	-0.8	-14	.	2.2	3	-2
COc1ccc(-c2ccoc2)cc1[C@H]1[C@H]2C=CC[C@@H](C)[C@@H]2C(=O)N1Cc1ccccc1	2.4	-12	-2	-1.8	3.4	12	3	2.3	-4	-5
CC(=O)Nc1ccc(Nc2nc(C)c([N+](=O)[O-])c(Nc3ccccc3)n2)cc1	1.3	33	-12	-0.5	-0.3	-33	-43	0.7	-2	.
CCC(=O)N(c1nnc(SCC(=O)Nc2ccc(N3CCOCC3)cc2)s1)C1CC1	2.2	9	-1	-0.7	0.9	-9	9	1.7	1	0
O=c1cc(O)c2sc3nc4c(c(C(F)(F)F)c3c2[nH]1)CCCCC4	1.2	.	-1	-2.5	0.3	.	15	2.9	.	-2
CCn1c(CCC(=O)O)nc2cc(S(=O)(=O)N(C)C)ccc21	2.7	-28	-1	-0.3	-1.7	28	5	4.0	0	2
O=C1CCC(C(=O)N2CCCC(N3CCN(c4cccc(C(F)(F)F)c4)CC3)C2)=NN1 (centres undefined)	2.6	-3	-2	-2.1	1.1	3	-8	2.8	-4	0
CCc1ccc(-c2cc(C)no2)cc1S(=O)(=O)N1CCN(c2ccccc2)CC1	0.5	40	6	-2.5	1.6	-40	-13	0.5	-5	-6
COc1ccccc1OCCCCN1CCC(C)CC1	0.7	-9	-10	0.0	-1.0	9	8	2.2	-3	2
CN(C)c1ccc(CNn2cnnc2SCc2ccccc2F)cc1	1.4	4	-5	-1.9	-0.7	-4	18	0.8	-3	5
O=C(NCc1cccc(F)c1)c1cccc2c1C(=O)c1ccc(N3CCOCC3)cc1S2(=O)=O	-18	-40	4	-0.2	-1.9	40	2	3.1	-4	0
CCOC(=O)C1CCCN(C(=O)c2ccc(Cl)c(S(=O)(=O)N3CCCCC3)c2)C1 (centres undefined)	2.9	-12	-7	-0.5	0.4	12	-7	4.1	-3	-2
COc1ccc(-c2cc(=O)oc3cc(OC(C)C(=O)NCc4ccccn4)ccc23)cc1 (centres undefined)	0.0	24	2	-1.4	-1.0	-24	0	3.1	3	0
CC(C)CCN1C(=O)c2cccc3c(N)ccc(c23)C1=O	4.1	5	2	0.1	2.6	-5	.	0.1	-1	22
Cc1cc(C(F)(F)F)cc(NNC(=O)NC(=O)c2c(F)cccc2Cl)n1	-2.1	13	-8	-0.7	-0.4	-13	7	-1.0	.	0
Cc1nc(-c2ccccn2)nc(SCC(=O)c2ccccc2)c1Cl	-2.1	-1	-4	-1.5	-1.7	1	.	-1.2	.	1
O=C(O)/C=C/c1ccc(S(=O)(=O)N2CCCCCC2)cc1	-1.9	-2	-3	-2.9	-4.0	2	-5	2.5	-3	5
O=C(NCc1cccnc1)c1ccc2c(c1)OCO2	2.1	-7	3	-1.4	-4.7	7	-2	3.1	-3	-1
NC(=O)CS(=O)(=O)c1nc2ccccc2n1Cc1ccccc1F	2.6	-28	-8	-0.2	-3.3	28	-6	-0.8	-3	0
CC(C)n1c(C(=O)OCC(=O)NCc2ccc3c(c2)OCO3)cc2occc21	1.0	33	1	-3.4	-0.3	-33	13	1.9	-1	.
COc1cc(NS(=O)(=O)c2ccc(OC)c(OC)c2)cc(OC)c1	-0.3	26	4	-2.1	-1.2	-26	-8	-1.3	2	-2
COc1ccc(CCNC(=O)CN(C)S(=O)(=O)c2ccc3c(c2)CCC(=O)N3)cc1OC	0.6	13	-5	-0.1	-0.5	-13	-7	2.4	.	-3
CCOc1cc(CNCc2ccccn2)ccc1OCC(=O)NC1CCCCC1	-3.8	1	-1	-0.8	-2.9	-1	-6	1.3	0	.
CC(=O)N1CCc2c(sc(NC(=O)C3CCCCC3)c2C(N)=O)C1	0.8	11	8	0.0	1.7	-11	18	2.4	.	-5
COc1ccc(Cl)cc1NC(=O)c1ccc2c(SCC(=O)O)c3c(nc2c1)CCCC3	0.5	5	7	-1.3	0.9	-5	5	0.5	1	2

A stretch taken from the entries so far:
SMILES	AddAB inh	SR-BI DiI inh	Tat transport	CAL PDZ FP-1	E coli growth	SR-BI uptake up	MITF act	phage Ecoli inh	CAL PDZ FP-2	Wnt act
CCOc1cc(CNCc2ccccn2)ccc1OCC(=O)NC1CCCCC1	-3.8	1	-1	-0.8	-2.9	-1	-6	1.3	0	.
CC(=O)N1CCc2c(sc(NC(=O)C3CCCCC3)c2C(N)=O)C1	0.8	11	8	0.0	1.7	-11	18	2.4	.	-5
COc1ccc(Cl)cc1NC(=O)c1ccc2c(SCC(=O)O)c3c(nc2c1)CCCC3	0.5	5	7	-1.3	0.9	-5	5	0.5	1	2

New compounds follow
SMILES	AddAB inh	SR-BI DiI inh	Tat transport	CAL PDZ FP-1	E coli growth	SR-BI uptake up	MITF act	phage Ecoli inh	CAL PDZ FP-2	Wnt act
Cc1cc(C(=O)CSc2nnc3ccccn23)c(C)n1-c1ccccc1	3.9	1	15	-0.6	1.9	-1	-77	-0.1	-3	.
CC(=O)Nn1cc2c(=O)n(C)c(=O)n(C)c2c1	2.4	-25	0	-2.6	-0.2	25	-1	-2.0	-3	0
CC(C)[C@H](NS(=O)(=O)c1ccccc1)C(=O)Nc1ccccc1N1CCOCC1	0.5	5	-6	0.7	0.1	-5	-5	0.1	-3	-6
CCN(CC)C(=O)c1cn(CCC#N)nc1-c1ccc(F)cc1	6.3	-8	-6	0.2	0.4	8	3	1.8	-2	-1
Cc1ccc(S(=O)(=O)N2CCOCC2)cc1C(=O)NC1=NCCS1	-0.3	-24	2	0.2	-1.0	24	0	1.3	-3	-3
Cc1cc(=O)oc2cc(OCC(=O)OCC(=O)Nc3ccccc3Br)ccc12	-3.3	.	12	-2.9	0.3	.	3	-0.5	0	5
N#CC1=C(C2CC2)CC(c2ccccc2)C(C#N)=C1N (centres undefined)	1.9	-1	-6	-1.1	-2.1	1	-12	2.1	.	.
COc1c(C)cc(Br)cc1C(=O)NC(=S)Nc1ccc(Cl)c(C(=O)O)c1	4.7	-1	0	-1.9	1.7	1	3	3.1	9	2
COc1ccc(C2C3=C(CC(C)(C)CC3=O)Oc3ncn4nc(-c5ccccc5)nc4c32)cc1 (centres undefined)	.	-1	3	0.6	.	1	-15	1.5	1	-2
Cc1cccc(C)c1NC(=O)CN1CCN(C(=O)C2CCC2)CC1	.	12	0	1.5	.	-12	1	5.1	-4	-1
COc1cc(/C(C)=N/NC(=O)Cc2c(C)[nH][nH]c2=O)ccc1O	1.9	-24	-8	-1.1	-0.5	24	12	1.0	-1	-3
CSc1nsc(SCc2ccc(Cl)cc2)n1	2.0	-8	1	-0.2	1.1	8	26	2.7	.	0
CC(=O)Nc1ccc(NC(=O)CSc2ccc(-c3ccc4c(c3)OCO4)nn2)cc1	0.0	-17	-5	-0.5	0.1	17	41	2.9	2	5
COC(=O)c1c(NC(=O)COc2ccc(Cl)cc2)sc2c1CC(C)(C)NC2(C)C	-2.1	-6	-1	-2.3	-0.9	6	-81	1.4	-5	-1
COC(=O)CCCC1=CC2=C(c3ccccc3)C(=O)C(C)(OC(=O)C3CCCC3)C(=O)C2=CN1CC1CC1 (centres undefined)	2.2	6	-6	0.0	1.8	-6	1	0.9	1	1
Cc1ccc(S(=O)(=O)Nc2ccccc2CNC2CCCCC2)cc1	0.2	-15	2	-0.6	0.8	15	-10	3.0	.	-1
O=C(Nc1ccc(Cl)cc1)C1CCCC1	.	-19	2	-0.5	.	19	3	3.2	0	0
Cc1ccc(NC(=O)CN(C)C(C)C(=O)Nc2ccc(S(=O)(=O)N3CCCC3)cc2)cc1 (centres undefined)	-1.2	48	6	-2.7	-1.8	-48	-4	2.7	-2	0
Cc1cccc(-c2nnc(SCCOc3ccc4c(C)cc(=O)oc4c3)o2)c1	0.9	-18	14	.	1.8	18	7	4.1	-4	.
CCOC(=O)c1c[nH]n(-c2ccc(C)cc2)c1=O	-1.0	-29	0	0.7	-0.7	29	15	1.1	.	5
O=C(CCCOc1ccc(Cl)cc1)N1CCCCCC1	1.6	14	0	-0.4	-0.9	-14	43	3.2	-1	.
CC(C)(C)S(=O)N1Cc2cc(CO)ccc2[C@@H]1CCO (some centres undefined)	.	.	-7	-1.2	.	.	-2	0.1	-3	-3
CCC(=NNC(=O)c1ccc2c(c1)nc(C)n2CC)c1cc(F)ccc1O	0.7	114*	-5	-1.3	-0.3	-114	.	0.0	5	-4
O=C(Cn1[nH]c(=O)c2ccccc2c1=O)OCC(=O)c1ccccc1Cl	-0.8	-7	-3	-3.1	-1.4	7	7	0.5	-3	2
